Screening results from PubChem.
TRHR PAM: qHTS for Small Molecule Agonists and Allosteric Enhancers of Human TRH Receptor: Primary Screen for Enhancers; TRHR cells, fluo-8 calcium fluorescence, EC20 TRH enhancement; enhancement, % at 2 µM; 360,000 compounds, 0.66% hits; AID 493056, 2011; in the data active means enhancement above about 30%; further: 0% is about no effect
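TRHR-expressing cells loaded with fluo-8 calcium dye were read kinetically (ex 480/em 530) during compound addition, then stimulated with an EC20 of TRH (10 nM final). Enhancement of the Gq-mediated intracellular calcium response was scored.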
D2 antag: HTS Assay for Allosteric Antagonists of the Human D2 Dopamine Receptor: Primary Screen for Antagonists | 340,000 compounds, 2% hits | AID 485344, 2010 | HEK293 TREx D2 cells, calcium flux, dopamine EC80 | inhibition, % at 10 µM | D(2) dopamine receptor (Homo sapiens), P14416; in the data active means inhibition above about 30%; further: 0% is about no effect
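Compounds are added to dye-loaded, induced HEK293 T-REx cells coupled to calcium release via D2; after a 3 min kinetic read an EC80 dopamine stimulus is given and fluorescence is recorded for 3 more min.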
D1 agonist: Allosteric Agonists of the Human D1 Dopamine Receptor: qHTS; HEK293 T-REx D1 cells, calcium flux, agonist mode; activation, % at 2 µM; 360,000 compounds, 1% hits; further: 0% is about no effect
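Inducible HEK293 T-REx D1 cells, force-coupled to calcium signalling, were plated at 4000 cells/well with tetracycline and held overnight at 30 C. After no-wash calcium dye loading, compound-evoked calcium rise over 180 s flagged agonists.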
RXFP1 antagonist: qHTS Assay for Antagonists of the Relaxin Receptor RXFP1 | HEK293-RXFP1, relaxin-stimulated cAMP HTRF, 30 min; hits give low values | activity change, negative = inhibition, % at 57.5 µM | 350,000 compounds, 0.59% hits | AID 1259400, 2018;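 active means activity change of -60% or lower, but not beyond a set lower limit; inconclusive means change between -60% and -40%, or beyond the set limit; inactive means change above -40%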; further: on the % scale 0 is the no-effect control and ±100 the full control effect
Target sequence (Q9HBX9 whole entry, looked up): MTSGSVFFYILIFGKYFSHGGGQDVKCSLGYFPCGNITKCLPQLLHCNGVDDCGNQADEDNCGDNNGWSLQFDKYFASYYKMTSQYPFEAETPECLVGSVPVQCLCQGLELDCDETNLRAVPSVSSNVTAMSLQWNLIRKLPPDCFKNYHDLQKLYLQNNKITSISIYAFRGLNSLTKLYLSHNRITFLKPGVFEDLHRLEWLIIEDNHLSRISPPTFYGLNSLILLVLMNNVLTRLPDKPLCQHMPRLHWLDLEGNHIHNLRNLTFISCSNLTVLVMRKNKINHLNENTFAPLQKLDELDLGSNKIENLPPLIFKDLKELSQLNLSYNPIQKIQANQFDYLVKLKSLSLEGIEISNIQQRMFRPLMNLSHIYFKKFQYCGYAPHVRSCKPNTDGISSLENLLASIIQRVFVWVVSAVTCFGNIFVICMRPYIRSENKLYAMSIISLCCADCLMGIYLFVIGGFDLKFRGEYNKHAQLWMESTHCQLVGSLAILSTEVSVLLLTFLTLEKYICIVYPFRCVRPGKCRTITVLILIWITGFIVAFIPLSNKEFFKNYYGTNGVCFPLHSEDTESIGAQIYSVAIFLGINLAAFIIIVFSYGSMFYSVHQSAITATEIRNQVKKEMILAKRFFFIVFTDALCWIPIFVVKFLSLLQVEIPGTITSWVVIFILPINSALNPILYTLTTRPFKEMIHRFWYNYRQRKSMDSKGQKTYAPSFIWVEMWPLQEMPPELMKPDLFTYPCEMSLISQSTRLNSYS
D1 antag: Antagonist of Human D 1 Dopamine Receptor: qHTS; D(1A) dopamine receptor (Homo sapiens), P21728; HEK293 TREx D1 cells, calcium flux, dopamine EC80; hits give low values; activity change, negative = inhibition, % at 10 µM; 360,000 compounds, 3.2% hits; AID 504652, 2011; in the data active means activity change below about -30%; further: on the % scale 0 is the no-effect control and ±100 the full control effect
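Calcium flux readout: force-coupled, inducible Hek293 Trex D1 line, cells induced overnight at 30 C with tetracycline, dye-loaded 30–90 min at RT. Antagonism scored against EC80 dopamine challenge given 180 s after compound.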
TRHR agonist: qHTS for Small Molecule Agonists and Allosteric Enhancers of Human TRH Receptor: Primary Screen for Agonists. Thyrotropin-releasing hormone receptor (Homo sapiens), P34981. activation, % at 2 µM. TRHR cells, calcium flux fluo-8, FDSS agonist mode. 360,000 compounds, 0.18% hits. AID 493084, 2011; further: 0% is about no effect
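Steps: seed TRHR cells overnight; add fluo-8 no-wash Ca dye, RT 30 min–1.5 h; record 10 s baseline; pin-transfer compounds; monitor fluorescence 1 cycle/s for the agonist window. Calcium increases flag candidate agonists.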
D2 agonist: HTS Assay for Allosteric Agonists of the Human D2 Dopamine Receptor: Primary Screen for Agonists | activation, % at 2 µM | HEK293 T-REx D2 cells, calcium flux agonist mode | 340,000 compounds, 0.53% hits | D(2) dopamine receptor (Homo sapiens), P14416;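 active means activation over 3 SD above normal in the single-dose calcium agonist read, cut at about 30% in these data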; further: 0% is about no effect
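Agonism is scored from calcium flux in a force-coupled, inducible HEK293 cell line expressing D2, read kinetically for 180 s after compound addition against dopamine controls.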
D1 potentiator: Potentiators of Human D1 Dopamine Receptor: qHTS; D(1A) dopamine receptor (Homo sapiens), P21728; HEK293 TREx D1 cells, calcium flux, dopamine EC20 potentiation; potentiation, % at 10 µM; 360,000 compounds, 0.036% hits; AID 504651, 2011; in the data active means potentiation above about 30%; further: 0% is about no effect
D2 potentiator: HTS Assay for Positive Allosteric Modulators of the Human D2 Dopamine Receptor: Primary Screen for Potentiators; potentiation, % at 10 µM; 340,000 compounds, 0.34% hits; HEK293 T-REx D2, calcium flux, EC20 dopamine potentiation;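 active means potentiation over 3 SD above the plate norm, cut at about 30% in these data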; further: 0% is about no effect
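Cells plated with tetracycline inducer and held overnight at 30 C; calcium dye loaded 30–90 min at room temperature; baseline taken, compound added and read 180 s; EC20 dopamine then added and read 180 s.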
* marks the source's active call; other numbers are inactive results; ? = inconclusive; nt = not tested or not shown. Unless noted, no stated cut-off is given here; in the data, active means activation above about 30%; inactive means the rest.

[1] COc1cccc(NC(=O)Cn2nnc(C(=O)Nc3ccccc3)c2N)c1
[2] Cc1ccc(S(=O)(=O)N(C)c2ccc(OCC(=O)Nc3nc4ccccc4s3)cc2)cc1
[3] O=C(CCl)N1c2ccccc2CCc2ccccc21
[4] COC(=O)C1=C(C)NC(C)=C(C(=O)OC)C1C(=O)OCC(=O)c1ccc(Br)cc1
[5] O=C(CSc1nnnn1C1CCCC1)Nc1ccccc1F
[6] O=C(Cc1ccc(-c2ccccc2)cc1)NC(c1ccccc1)c1ccccc1
[7] O=C(Nc1ccccc1)c1ccc(S(=O)(=O)N2CCC(C(=O)O)CC2)cc1
[8] COc1ccccc1CNC(=O)[C@@H](NC(=O)C1CCN(C(=O)[C@@H]2CCCN2)CC1)C(C)C

screen / no.	1	2	3	4	5	6	7	8
TRHR PAM	-5	-1	5	7	-8	6	-5	-5
D2 antag	-4	-17	-3	0	19	-11	13	1
D1 agonist	2	0	1	7	1	11	3	1
RXFP1 antagonist	-1	-13	nt	12	8	5	-16	nt
D1 antag	6	1	0	-1	1	-25	-1	-13
TRHR agonist	-0.1	0.9	0.2	0.3	-0.2	0.9	-0.2	0.3
D2 agonist	-0.8	-0.6	0.4	0.4	-0.2	-0.9	-1.2	1.1
D1 potentiator	-6	3	-2	2	8	2	6	1
D2 potentiator	-9	-11	-4	8	4	-10	15	17

Just TRHR PAM and RXFP1 antagonist, for 2 of the compounds above:
entry | structure | TRHR PAM | RXFP1 antagonist
2 | Cc1ccc(S(=O)(=O)N(C)c2ccc(OCC(=O)Nc3nc4ccccc4s3)cc2)cc1 | -1 | -13
3 | O=C(CCl)N1c2ccccc2CCc2ccccc21 | 5 | nt

(listing goes on)
[9] Cc1cc2cc3c(cc2nc1SCC(=O)N1CCN(C(=O)c2ccco2)CC1)OCO3
[10] O=c1/c(=C\c2cccn2-c2ccccc2)sc2nc3ccccc3n12
[11] Cc1cc(C)cc(OCC(=O)Nc2ccc(S(=O)(=O)Nc3ccccn3)cc2)c1
[12] COc1ccc(-c2cc3c(=O)n(CC(=O)NCCCN4CCC(N5CCCCC5)CC4)ncn3n2)cc1
[13] O=C(O)c1ccc(CP(=O)(c2ccccc2)c2ccccc2)cc1
[14] Cc1ccc(-n2nc(C)c3c(C)c(CCC(=O)Nc4ccc(CN5CCCC5)cc4)c(C)nc32)cc1
[15] O=C(Nc1c2c(nn1-c1ccccc1)CS(=O)(=O)C2)c1ccc2c(c1)OCO2
[16] CC(=O)Nc1ccc(NC(C)=O)c(NC2OCC(O)C(O)C2O)c1 (stereo not drawn)

screen / no.	9	10	11	12	13	14	15	16
TRHR PAM	1	-6	4	0	9	-2	9	6
D2 antag	10	-13	6	-9	-3	3	-15	-6
D1 agonist	0	7	8	2	1	10	3	1
RXFP1 antagonist	11	-7	-14	-10	19	4	-6	-6
D1 antag	6	-2	-1	0	-6	-23	-8	-8
TRHR agonist	0.4	1.5	-0.4	1.0	1.0	0.8	0.9	0.5
D2 agonist	0.0	0.7	-2.1	1.3	-0.6	1.4	-0.4	1.2
D1 potentiator	-6	-3	6	-1	9	-12	-2	0
D2 potentiator	-9	5	4	6	-3	2	-2	3

[17] COc1ccc(S(=O)(=O)N(CC(=O)N/N=C/c2ccccc2C(=O)O)c2ccccc2OC)cc1
[18] Cc1cc(CNC(=O)COc2ccc(F)cc2F)c2ccccc2n1
[19] O=C(COC(=O)c1cnccn1)Nc1c(Cl)cc(Cl)cc1Cl
[20] CCCCCn1c(=O)c2ccccc2n2c(=S)[nH]nc12
[21] O=C(NCc1ccccc1Cl)C1CCCN(C(=O)c2cnn(-c3ccccc3)c2-n2cccc2)C1 (stereo not drawn)
[22] CCn1c(C)nc2cc(C(=O)NNC(=S)NC(=O)c3ccc(OC)cc3)ccc21
[23] COc1ccc(Cc2nnc(SCC(=O)c3ccccc3)o2)cc1
[24] O=C(NCC(=O)N1CC(O)CC1C(=O)N1CCCC1C(=O)OCc1ccccc1)OCc1ccccc1 (stereo not drawn)

screen / no.	17	18	19	20	21	22	23	24
TRHR PAM	2	-4	47*	-1	-5	1	7	-9
D2 antag	2	-11	-15	-6	nt	-9	8	2
D1 agonist	3	20	-1	2	2	2	10	2
RXFP1 antagonist	10	-7	-13	14	nt	-5	3	-3
D1 antag	6	-7	-3	-4	0	-6	-8	3
TRHR agonist	-0.4	0.1	0.6	-0.4	-2.2	-0.2	0.2	-0.1
D2 agonist	-0.7	0.1	0.0	-4.1	0.6	0.4	1.0	-0.1
D1 potentiator	10	-6	2	1	-3	-4	-2	-2
D2 potentiator	0	6	19	6	0	20	-2	0

2 records drawn at random from those above:
[17] COc1ccc(S(=O)(=O)N(CC(=O)N/N=C/c2ccccc2C(=O)O)c2ccccc2OC)cc1
[24] O=C(NCC(=O)N1CC(O)CC1C(=O)N1CCCC1C(=O)OCc1ccccc1)OCc1ccccc1 (stereo not drawn)

screen / no.	17	24
TRHR PAM	2	-9
D2 antag	2	2
D1 agonist	3	2
RXFP1 antagonist	10	-3
D1 antag	6	3
TRHR agonist	-0.4	-0.1
D2 agonist	-0.7	-0.1
D1 potentiator	10	-2
D2 potentiator	0	0

(cont.)
[25] COc1ccc(NC(=O)CSc2ncnc3c2cnn3CCc2ccccc2)cc1
[26] O=C(COC(=O)CCCN1C(=O)c2ccccc2C1=O)Nc1cc(Cl)cc(Cl)c1
[27] CC1(C)CC(NC(=O)c2cccc(F)c2)CC(C)(C)N1
[28] O=C(NC1CCCCC1)c1ccc(S(=O)(=O)NCc2ccco2)cc1
[29] O=C(O)CC(C(=O)O)c1ccc(OCCCCOc2ccc(C(CC(=O)O)C(=O)O)cc2)cc1 (stereo not drawn)
[30] COc1ccccc1N1CCN(C(=O)c2sc3nc(C)nc(N4CCN(c5ccccn5)CC4)c3c2C)CC1
[31] O=C(NCc1ccccc1Cl)C1CCN(S(=O)(=O)N2CCOCC2)CC1
[32] CCCN(CCC)C(=O)CP(=O)(c1ccccc1)c1ccccc1

screen / no.	25	26	27	28	29	30	31	32
TRHR PAM	-2	-7	-5	-7	2	-3	-8	-6
D2 antag	-2	14	-3	-4	6	25	7	-4
D1 agonist	0	1	3	0	2	2	2	6
RXFP1 antagonist	5	0	-1	7	2	?	3	14
D1 antag	-12	-5	25	7	4	-4	-17	3
TRHR agonist	0.2	-0.2	0.2	-0.3	0.3	-0.5	-0.4	-0.1
D2 agonist	-0.4	-1.4	1.0	-1.2	3.6	-1.0	0.1	0.1
D1 potentiator	5	5	0	-6	1	3	-9	2
D2 potentiator	15	-20	3	-12	4	-2	0	3

Some of these compounds in order of molar mass, ascending.
[32] CCCN(CCC)C(=O)CP(=O)(c1ccccc1)c1ccccc1
[28] O=C(NC1CCCCC1)c1ccc(S(=O)(=O)NCc2ccco2)cc1
[31] O=C(NCc1ccccc1Cl)C1CCN(S(=O)(=O)N2CCOCC2)CC1

screen / no.	32	28	31
TRHR PAM	-6	-7	-8
D2 antag	-4	-4	7
D1 agonist	6	0	2
RXFP1 antagonist	14	7	3
D1 antag	3	7	-17
TRHR agonist	-0.1	-0.3	-0.4
D2 agonist	0.1	-1.2	0.1
D1 potentiator	2	-6	-9
D2 potentiator	3	-12	0

The list goes on.
[33] C=C(C)COc1ccc(-c2n[nH]c(C)c2-c2ccc(OC)cc2)c(O)c1
[34] COCCNc1nnc(Cc2ccccc2)c(=O)[nH]1
[35] O=C(Cc1cccs1)N1CCN(S(=O)(=O)c2cccc([N+](=O)[O-])c2)CC1
[36] CCOC(=O)c1ccc(NC(=O)CSC(=S)N2CCOCC2)cc1
[37] CC(C)(Oc1ccc(Cl)cc1)C(=O)Nc1nc2ccc(S(C)(=O)=O)cc2s1
[38] Cc1cc(Cl)ccc1OCC(=O)NCCOc1nc(N2CCOCC2)nc(N2CCOCC2)n1
[39] CC(Oc1cc2oc(=O)cc(-c3ccccc3)c2cc1Cl)C(=O)NCC1CCC(C(=O)O)CC1 (stereo not drawn)
[40] Cc1ccc(-c2nc3ccccc3s2)cc1S(=O)(=O)N1CCCC1

screen / no.	33	34	35	36	37	38	39	40
TRHR PAM	-5	2	0	4	9	-11	-4	-10
D2 antag	-14	3	-6	-2	nt	1	43*	6
D1 agonist	0	1	0	5	6	1	2	5
RXFP1 antagonist	-22	9	15	15	-7	1	nt	-5
D1 antag	-10	1	-19	6	15	4	-10	14
TRHR agonist	0.4	-1.3	-0.8	-0.3	0.3	0.5	-0.3	-0.5
D2 agonist	-0.2	-1.8	0.6	2.8	0.6	-2.2	43*	0.3
D1 potentiator	-3	3	-3	-4	2	4	-5	-1
D2 potentiator	-6	18	1	-3	9	-5	-17	-3

[41] Cc1cccn2c(=O)c3cc(C(=O)NCCN4CCOCC4)c(=N)n(CCN4CCOCC4)c3nc12
[42] CC1=C(C)CC2C(=O)N(Cc3ccccc3)C(=O)C2C1 (stereo not drawn)
[43] Cc1ccccc1CSc1nnc([C@@H]2CCCN2)o1
[44] O=C(NC(Cc1ccccc1)C(=O)O)/C(=C\c1ccc(F)cc1)NC(=O)c1ccccc1 (stereo not drawn)
[45] Oc1c(Cl)cc(Cl)cc1C=Nc1ccc(N2CCOCC2)cc1
[46] COc1ccc(CCNC(=O)Cc2c(C)c3c(cc(C)c4c(C)coc43)oc2=O)cc1
[47] O=C(CCN1C(=O)/C(=C/c2cccc(Br)c2)SC1=S)NNC(=O)c1cccnc1
[48] N#Cc1c(N)n(C2CCCCC2)c2nc3ccccc3nc12
[49] CC(C(=O)NCC1(c2ccccc2)CCOCC1)N1CCOCC1 (stereo not drawn)
[50] CCOC(=O)N1CCC(NC(=O)c2ccc(CS(=O)c3cccc(C)c3)o2)CC1 (stereo not drawn)
[51] Cc1ccc(S(=O)(=O)Nc2cc3c(C(=O)Nc4ccccc4)c(C)oc3c3ccccc23)cc1

screen / no.	41	42	43	44	45	46	47	48	49	50	51
TRHR PAM	-1	-9	-1	3	4	-2	3	7	9	1	12
D2 antag	6	2	-4	-7	1	nt	-12	-5	-19	-3	0
D1 agonist	1	1	3	2	10	1	1	2	1	3	6
RXFP1 antagonist	5	-8	-14	-14	-15	-3	3	-24	-14	1	-32
D1 antag	-11	2	3	11	-2	0	0	48	-18	5	-9
TRHR agonist	0.4	0.3	0.6	0.9	2.6	-0.5	-0.2	0.6	-0.8	-0.4	1.6
D2 agonist	0.4	0.0	0.6	-1.7	0.4	-0.2	-0.4	0.4	-3.2	-0.5	1.3
D1 potentiator	-8	-3	-4	0	0	-2	7	7	3	-2	1
D2 potentiator	-9	5	0	0	-7	9	16	14	18	-1	-3
